S1P2 ag: S1P2 receptor agonists, primary screen, cell-based; S1P2-expressing cell line, agonist reporter read-out; activation, % at 4.5 µM; 97,000 compounds, 0.46% hits; AID 729, 2007; in the data active means activation above about 16%;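 further: 0% = vehicle low control and 100% = maximal reference agonist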
Target sequence (O95136 whole entry, looked up): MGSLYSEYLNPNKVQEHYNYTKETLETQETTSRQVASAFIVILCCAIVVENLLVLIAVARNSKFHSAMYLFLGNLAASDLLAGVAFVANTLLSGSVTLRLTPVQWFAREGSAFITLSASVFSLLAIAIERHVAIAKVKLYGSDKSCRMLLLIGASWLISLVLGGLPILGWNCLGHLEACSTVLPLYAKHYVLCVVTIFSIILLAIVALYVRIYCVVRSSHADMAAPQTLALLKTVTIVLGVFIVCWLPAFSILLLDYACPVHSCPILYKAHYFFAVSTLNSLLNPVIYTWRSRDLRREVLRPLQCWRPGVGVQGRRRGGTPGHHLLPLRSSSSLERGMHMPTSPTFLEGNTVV
Plk1 PBD FP: Plk1 polo box domain binding inhibitors, primary screen, biochemical, fluorescence polarization. Serine/threonine-protein kinase PLK1 (Homo sapiens), P53350. Plk1 PBD phosphopeptide binding. inhibition, %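 (tested at about 20 µM)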. 97,000 compounds, 0.13% hits. AID 693, 2007; in the data active means inhibition above about 34%, passing the limit was not always enough
Target sequence (P53350 whole entry, looked up, the tested form may be a part): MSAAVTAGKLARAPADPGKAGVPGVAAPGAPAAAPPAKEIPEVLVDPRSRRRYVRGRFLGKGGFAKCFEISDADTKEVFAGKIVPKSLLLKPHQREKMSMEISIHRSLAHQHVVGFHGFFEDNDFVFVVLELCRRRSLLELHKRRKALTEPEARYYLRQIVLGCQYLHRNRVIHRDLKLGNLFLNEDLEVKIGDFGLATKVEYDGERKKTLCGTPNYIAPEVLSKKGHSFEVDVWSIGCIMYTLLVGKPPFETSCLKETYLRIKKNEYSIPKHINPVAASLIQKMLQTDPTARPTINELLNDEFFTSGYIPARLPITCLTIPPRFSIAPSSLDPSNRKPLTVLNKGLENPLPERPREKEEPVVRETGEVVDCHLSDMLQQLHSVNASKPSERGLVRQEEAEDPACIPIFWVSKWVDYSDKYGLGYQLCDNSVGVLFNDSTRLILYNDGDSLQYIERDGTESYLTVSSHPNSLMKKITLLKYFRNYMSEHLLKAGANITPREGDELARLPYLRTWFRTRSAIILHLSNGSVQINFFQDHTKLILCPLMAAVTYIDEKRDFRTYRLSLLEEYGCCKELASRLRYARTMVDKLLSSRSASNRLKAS
EphB4 ephrin blk: EphB4-ephrin-B2 interaction antagonists, primary screen, biochemical, TNYL-RAW peptide probe, fluorescence polarization | 97,000 compounds, 0.15% hits | EphB4 LBD / TNYL-RAW-Alexa532 peptide | inhibition, % at 7 µM;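 active means inhibition above the screen-wide mean inhibition plus 3 SD, cut at about 15% in these data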;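 further: 0% = DMSO wells and 100% = excess unlabeled TNYL-RAW peptide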
Rev-RRE block: HIV-1 Rev-RRE binding inhibitors, primary screen, biochemical, FRET, protein-RNA interaction; inhibition, % at 8 µM; P05866; Rev peptide-RRE RNA binding; 97,000 compounds, 0.79% hits;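 active means inhibition above the screen-wide mean plus 3 SD, cut at about 35% in these data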;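 further: 0% = median DMSO wells and 100% = median Neomycin B control wells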
Target sequence (P05866 whole entry, looked up): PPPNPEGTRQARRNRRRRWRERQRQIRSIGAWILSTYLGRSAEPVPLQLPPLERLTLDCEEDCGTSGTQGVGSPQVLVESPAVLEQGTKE
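Material: labelled RRE RNA duplex and labelled Rev peptide / Buffer or medium: HEPES pH 7.5 salt buffer with EDTA / Compound dosing: single point, 8 µM final nominal compound concentration / Benchmarks: DMSO low control, neomycin B high control / Timing: 5 min preincubation and 15 min binding, 25 °C / Technique: FRET fluorescence readout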
S1P2 blocker: human S1P2 receptor antagonists, primary screen, cell-based | Sphingosine 1-phosphate receptor 2 (Homo sapiens), O95136 | 97,000 compounds, 0.21% hits | inhibition, % at 5 µM | cell-based S1P2 antagonist assay, inhibition at 5 uM; in the data active means inhibition above about 45%;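 further: CRE beta-lactamase reporter cells expressing human S1P2 stimulated with S1P; 0% = agonist at EC80 alone and 100% = agonist plus reference antagonist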
FAK inh: FAK kinase inhibitors, primary screen, biochemical; Focal adhesion kinase 1 (Homo sapiens), Q05397; biochemical FAK kinase activity assay; inhibition, %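 (tested at 7 µM)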; 97,000 compounds, 0.84% hits; in the data active means inhibition above about 19%;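 further: 0% = DMSO and 100% = reference compound high control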
MT1-MMP txn act: MT1-MMP promoter reporter activation – cell-based, luciferase luminescence, primary screen; activation factor at 10 µM; HT1080 MT1-MMP promoter luciferase reporter, overnight; hits give high values; 86,000 compounds, 0.16% hits;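 active means activation factor of at least 2 for MT1-MMP transcription at 10 µM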
PLK1 inh: human PLK1 kinase inhibitors, primary screen, biochemical, TR-FRET; inhibition, % at 10 µM; recombinant PLK1 kinase, TR-FRET peptide phosphorylation; 97,000 compounds, 0.53% hits; AID 619, 2007; Serine/threonine-protein kinase PLK1 (Homo sapiens), P53350;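 active means inhibition of 50% or more in the single-concentration screen; inactive means inhibition below 50%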;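 further: 0% = DMSO max control and 100% = H-89 dihydrochloride min control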
PLAP activator: PLAP enzyme activators, biochemical, luminescence, HTS | Alkaline phosphatase, placental type (Homo sapiens), P05187 | purified PLAP enzyme, luminescent substrate read-out; hits give high values | activation fold at 20 µM | 96,000 compounds, 1.2% hits; in the data active means activation fold above about 2
* hit, by the source's call; . = no result given.

SMILES | S1P2 ag | Plk1 PBD FP | EphB4 ephrin blk | Rev-RRE block | S1P2 blocker | FAK inh | MT1-MMP txn act | PLK1 inh | PLAP activator
COCCn1c(COc2ccc(C)cc2)nc2ccccc21 | -6 | 8 | 1 | 2 | -3 | 4 | 1.2 | 1 | 1.1
CCC(C)(C)n1nnnc1C(c1ccccn1)N1CCN(c2cccc(OC)c2)CC1 (stereo unspecified) | -8 | 3 | 3 | 11 | -16 | -3 | 1.1 | -11 | .
COCc1nnc(NS(=O)(=O)c2ccc(Br)cc2)s1 | -2 | -1 | 3 | 7 | -8 | 0 | 1.1 | -5 | 1.1
COc1ccc(C(=O)NCc2nnc(SCC(=O)Nc3cccc(C(F)(F)F)c3)o2)cc1OC | -6 | 26 | -3 | 21 | 17 | -2 | . | -28 | 1.4
COc1cccc(S(=O)(=O)NCc2ccc(C(=O)Nc3cccc(Cl)c3)cc2)c1 | -7 | 13 | -1 | 11 | 4 | -2 | . | -13 | 0.5
CCc1ccc(S(=O)(=O)NCCc2cn3ccsc3n2)s1 | -7 | 5 | -2 | 4 | -10 | -7 | . | -3 | 2*
O=C(C1CCCO1)N1CCN(c2c3c(nc4cc(-c5ccc(F)cc5)nn24)CCC3)CC1 (stereo unspecified) | -3 | -14 | 0 | 4 | 10 | 0 | 1.5 | -9 | 1
O=C(O)c1cc(S(=O)(=O)N2CCCCCC2)c(Cl)cc1Cl | -4 | 14 | 3 | 6 | 7 | -7 | 1.5 | -2 | 1.3
CCOC(=O)C1CCN(Cc2cnc(Oc3ccc(N)cc3)s2)CC1 | -2 | -3 | -10 | -1 | -12 | -5 | . | -5 | 1.4
NC(=O)c1oc2ccc(Cl)cc2c1NC(=O)CN1CCOCC1 | 12 | -19 | 5 | 4 | 17 | 0 | 0.9 | 0 | 1.5
CS(=O)(=O)N(CC(=O)N1CCN(Cc2ccccc2)CC1)C1CCCCC1 | -5 | 4 | 4 | 0 | -8 | -3 | 1.2 | -7 | 1.6
CCCn1c(=O)[nH]c(=O)c2c1nc(-c1ccc3c(c1)OCCO3)n2CCN1CCOCC1 | -3 | -17 | 7 | 4 | 3 | 2 | 1.2 | -14 | 1.6
CCOc1ccc2[nH]c(=O)c(CN(Cc3ccco3)C(=O)c3cccc(F)c3)cc2c1 | -2 | 3 | -8 | 8 | -10 | -1 | 1.1 | -16 | 1
Cc1ccc(N(C(C)C(=O)Nc2ccc(S(=O)(=O)N3CCOCC3)cc2)S(C)(=O)=O)cc1C (stereo unspecified) | -5 | -4 | 11 | 8 | 9 | 2 | 1 | 2 | 1.5
Cc1ccc(C2CC(=O)N(c3ccc(F)cc3)C3=C2C(=O)CCC3)cc1 (stereo unspecified) | -11 | 14 | 4 | 12 | -2 | -4 | 1.1 | -12 | 1.3
CC(=O)c1c(C)nc(C)nc1NC(=O)Cc1ccccc1 | -9 | 12 | -4 | 6 | -10 | -1 | 1.1 | -9 | .
Cc1ccc(CN2CC(C(=O)Nc3ccc(S(=O)(=O)Nc4cc(C)nc(C)n4)cc3)CC2=O)cc1 (stereo unspecified) | -2 | -19 | -2 | 9 | 14 | 1 | 1.1 | -6 | 1.2
CC(=O)c1ccc(NC(=O)Nc2ccc3c(c2)N(C)C(=O)CS3)cc1 | -4 | -7 | 6 | 6 | -2 | -2 | 1.1 | 4 | 0.8
CC(CS(=O)(=O)c1ccc2ccccc2c1)N1CCN(C2CCCCC2)CC1 (stereo unspecified) | -2 | 4 | 12 | -1 | -7 | 1 | 1.1 | -14 | .
C=C(C)c1cccc(C(C)(C)NC(=O)N2CCN(CC(N)=O)CC2)c1 | -1 | -17 | 3 | 3 | -12 | -1 | 1.1 | -13 | 1.5
COc1ccc2c(-c3ccccc3)cc(=O)[nH]c2c1 | -4 | 1 | 4 | 7 | -6 | 6 | . | -12 | 0.8
Cc1ccc(-n2c(=O)[nH]cc(C(=O)Nc3ccc4c(c3)OCCO4)c2=O)cc1C | -3 | 9 | -5 | 4 | -9 | -4 | 1.3 | -9 | 1.3
CCN(CC)CCOC(=O)c1c(C)oc2ccc(O)cc12 | -3 | 31 | 1 | -2 | -3 | 2 | 1 | -6 | 1
COc1ccccc1CNC(=O)c1ccc(NS(C)(=O)=O)cc1 | -2 | 21 | 1 | 3 | 3 | -4 | 1.1 | -9 | 1.2
O=C(CCc1ccccc1)Nc1ccc(N2CCOCC2)c(Cl)c1 | -4 | -10 | 4 | 10 | 10 | 1 | 1.2 | -8 | .

Record cards, from the list above. Values in the order: S1P2 ag	Plk1 PBD FP	EphB4 ephrin blk	Rev-RRE block	S1P2 blocker	FAK inh	MT1-MMP txn act	PLK1 inh	PLAP activator
C=C(C)c1cccc(C(C)(C)NC(=O)N2CCN(CC(N)=O)CC2)c1 as listed: -1	-17	3	3	-12	-1	1.1	-13	1.5
Cc1ccc(N(C(C)C(=O)Nc2ccc(S(=O)(=O)N3CCOCC3)cc2)S(C)(=O)=O)cc1C (stereo unspecified) as listed: -5	-4	11	8	9	2	1	2	1.5
COCCn1c(COc2ccc(C)cc2)nc2ccccc21 as listed: -6	8	1	2	-3	4	1.2	1	1.1

The listing continues:
SMILES | S1P2 ag | Plk1 PBD FP | EphB4 ephrin blk | Rev-RRE block | S1P2 blocker | FAK inh | MT1-MMP txn act | PLK1 inh | PLAP activator
COc1cccc(NC(=O)CCc2nc(-c3ccccc3F)no2)c1 | -3 | -12 | -1 | 5 | -14 | -1 | 1.2 | -3 | 0.8
O=S(=O)(NC1c2cccc3cccc(c23)C1N1CCN(CCO)CC1)c1ccccc1 (stereo unspecified) | -4 | 10 | 6 | 6 | 26 | 8 | 1.1 | -4 | 1.6
COc1c2occc2c(OC)c2c(=O)cc(C(F)(F)C(F)(F)F)oc12 | 2 | -2 | 2 | -1 | -12 | 2 | 1.1 | -11 | 1.3
O=C(NCN1C(=O)C2C3C=CC(C3)C2C1=O)Nc1cccnc1 (stereo unspecified) | -7 | 0 | 0 | 12 | -9 | -1 | 1 | -13 | 1.1
Nc1nc2n(n1)C(c1ccco1)CC(c1ccc(Cl)cc1)N2 (stereo unspecified) | -10 | 5 | -2 | -2 | 10 | -5 | 1 | -4 | 1
COCCCn1c(SCC(=O)OC2CCCCC2)nnc1-c1cccs1 | -7 | -26 | 5 | 6 | 12 | 0 | 1.3 | -6 | 1.4
CC(C)(C)n1nnnc1CN1CCN(C2CCCC2)CC1 | -5 | -13 | -7 | 9 | -2 | 3 | 1.1 | -12 | 1
CCOc1cccc(SCc2noc(C(=O)NC(C)C)c2C(=O)O)c1 | -7 | -4 | -1 | 0 | 3 | -3 | . | -18 | 1
CC(C)OC(=O)CN1C(=O)C(C)(C)Oc2ccc(C(=O)NC3CC3)cc21 | -2 | -4 | -2 | 3 | 15 | 3 | 1.1 | -9 | 0.9
CCC(CC)c1nnc(NC(=O)c2cccc(S(=O)(=O)N3CCc4ccccc43)c2)s1 | -7 | -9 | -6 | 0 | -5 | -1 | 1 | -7 | 1.2
O=C1NC2C(NC(=O)N2C2CCCCC2)N1C1CCCCC1 (stereo unspecified) | -5 | 31 | 0 | 3 | 9 | 1 | 1.2 | -7 | 0.8
Cc1ccsc1C=C1C(=O)c2ccccc2C1=O | -4 | -5 | -3 | 2 | 9 | 0 | . | -6 | 0.9
CCCNS(=O)(=O)c1ccc(CCC(=O)N2CCCCC2)cc1 | -2 | -35 | -2 | 2 | 0 | 1 | 1.1 | -7 | 1.1
COC(=O)C1=C(Nc2ccc(C)cc2)C=C(C)C(C(=O)OC)C1c1cccc(OC)c1 (stereo unspecified) | -4 | 4 | 5 | -4 | -26 | 2 | 1 | -9 | .
N#Cc1ccc(NC(=O)c2sc3cc(C(F)(F)F)cnc3c2-c2cccs2)cc1 | -4 | -6 | -8 | 10 | 23 | -1 | 1.2 | -81 | 0.8
CNC(=S)Nc1ccc2nc(C)c(C)nc2c1 | -1 | 11 | -2 | 3 | -6 | -2 | . | 0 | 1
O=C(OCc1ccccc1F)c1ccc2c(c1)-c1ccccc1C2=O | -2 | 23 | -1 | 12 | -5 | -9 | . | -4 | 1
COc1ccc(CN2C(=O)c3ccccc3C2C(=O)NCC2CCCO2)c(OC)c1 (stereo unspecified) | 0 | 10 | 6 | 5 | -8 | -2 | 1.1 | 2 | 1.1
Nc1ccnc(C(F)(F)F)c1C(=O)c1ccccc1 | -4 | -8 | -1 | 5 | -9 | 1 | 0.9 | -9 | 1.1
Cc1cccc(CCNS(=O)(=O)c2ccc3c(c2)oc(=O)n3C)c1 | -2 | -7 | 2 | 7 | -2 | -3 | 1.3 | -16 | 0.9
O=C(CC(c1ccccc1)c1cc(Br)ccc1O)NCCN1CCOCC1 (stereo unspecified) | -7 | 21 | -5 | 0 | -8 | 1 | 1.1 | 1 | 1.8
CCCCOCCCNC1=NCCCCC1 | 1 | 6 | -5 | 4 | -2 | -2 | 1.1 | -7 | 0.7
C=CCc1c(OC)ccc2ccc(=O)oc12 | -2 | 26 | 10 | 4 | -20 | 1 | . | -5 | 1
O=C(CN1CCC(n2nnc3cc(F)ccc32)CC1)Nc1ccccc1N1CCOCC1 | 4 | -9 | 9 | 12 | -26 | 0 | 1.2 | 3 | 1.8
C=CCn1c(Cc2ccc(OC)cc2)nnc1SCC(=O)c1cccc([N+](=O)[O-])c1 | -2 | -13 | -3 | 9 | -2 | 1 | . | -18 | 1.1

The listing continues.
SMILES | S1P2 ag | Plk1 PBD FP | EphB4 ephrin blk | Rev-RRE block | S1P2 blocker | FAK inh | MT1-MMP txn act | PLK1 inh | PLAP activator
CN(C)c1nc(Oc2ccc(=O)[nH]n2)nc(N2CCCCC2)n1 | 0 | -5 | 5 | 3 | -3 | -2 | 1 | 11 | 1
O=C1C(=Cc2cccn2-c2ccc(O)cc2)C(=O)c2ccccc21 | -2 | -15 | 14 | 11 | 27 | 9 | . | -21 | 0.6
CC(C)NS(=O)(=O)c1ccc(OCC(=O)NCc2ccc3c(c2)OCO3)c(Cl)c1 | -8 | -6 | -2 | 11 | 2 | 2 | 0.9 | -10 | 1.5
c1ccc(Cc2nnc3sc(Nc4ccccc4)nn23)cc1 | -6 | 2 | -14 | 5 | -10 | 0 | 1 | -5 | 0.9
CCOC(=O)c1ccc(NS(=O)(=O)c2cccc3nsnc23)cc1 | -1 | -8 | 1 | 8 | 6 | -2 | 1.1 | -5 | 1.2
Cc1[nH]c(=S)c(C#N)c(C)c1C(=O)Nc1ccccc1 | -1 | -11 | -4 | -3 | -10 | 4 | . | -7 | 1.1
O=C(CN1CCN(Cc2ccccc2)CC1)Nc1cccc(C(F)(F)F)c1 | -7 | -11 | -3 | 4 | -32 | 0 | . | -13 | 1.7
Cc1nn(Cc2c(F)c(F)c(F)c(F)c2F)c(C)c1NC(=O)c1c([N+](=O)[O-])cnn1C | -9 | -8 | 7 | 2 | 11 | -4 | . | -12 | 1.1
O=C1C2C3C=CC(C3)C2C(=O)N1CNc1ccccc1 (stereo unspecified) | -1 | 35 | 1 | -1 | -19 | 1 | 1.3 | 0 | 0.9
COC(=O)c1cc(NC(=O)CC2SC(=Nc3ccccc3)N(CCc3c[nH]c4ccccc34)C2=O)cc(C(=O)OC)c1 (stereo unspecified) | -8 | -6 | -2 | -1 | -10 | 0 | . | -6 | 1.4
O=C(O)Cn1c(-c2cscn2)nc2ccccc21 | -12 | -16 | 1 | 6 | 8 | -1 | 1.1 | -6 | 0.9
Cc1cc2cccc(C)c2nc1SCC(=O)N(C)c1nc(-c2ccccc2)cs1 | -6 | -21 | -2 | 2 | 14 | -10 | . | -6 | 1
CC(C)NC(=O)CSc1nnc(-c2ccc(C(C)(C)C)cc2)n1C | -6 | 15 | -6 | -8 | 5 | -8 | 1.1 | -8 | .
O=C(Cc1c(O)c2ccccc2[nH]c1=O)N(Cc1ccccc1)Cc1ccccc1 | -6 | 23 | -1 | -4 | 2 | -10 | . | 2 | 1
